NCOA1 inh = inhibitors of human steroid receptor coactivator 1 (SRC1). HEK293 GAL4-SRC1 luciferase reporter, luminescence. inhibition, % at 3.6 µM. 0.12% of 360,000 active. AID 588354;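 active = inhibition above the campaign mean plus 3 SD, with each screening campaign given its own cutoff, cut at about 60% in these data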;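 also: 0% = DMSO treated cells and 100% = gossypol at 36 µM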
Target sequence (Q15788 whole entry, looked up, the tested form may be a part): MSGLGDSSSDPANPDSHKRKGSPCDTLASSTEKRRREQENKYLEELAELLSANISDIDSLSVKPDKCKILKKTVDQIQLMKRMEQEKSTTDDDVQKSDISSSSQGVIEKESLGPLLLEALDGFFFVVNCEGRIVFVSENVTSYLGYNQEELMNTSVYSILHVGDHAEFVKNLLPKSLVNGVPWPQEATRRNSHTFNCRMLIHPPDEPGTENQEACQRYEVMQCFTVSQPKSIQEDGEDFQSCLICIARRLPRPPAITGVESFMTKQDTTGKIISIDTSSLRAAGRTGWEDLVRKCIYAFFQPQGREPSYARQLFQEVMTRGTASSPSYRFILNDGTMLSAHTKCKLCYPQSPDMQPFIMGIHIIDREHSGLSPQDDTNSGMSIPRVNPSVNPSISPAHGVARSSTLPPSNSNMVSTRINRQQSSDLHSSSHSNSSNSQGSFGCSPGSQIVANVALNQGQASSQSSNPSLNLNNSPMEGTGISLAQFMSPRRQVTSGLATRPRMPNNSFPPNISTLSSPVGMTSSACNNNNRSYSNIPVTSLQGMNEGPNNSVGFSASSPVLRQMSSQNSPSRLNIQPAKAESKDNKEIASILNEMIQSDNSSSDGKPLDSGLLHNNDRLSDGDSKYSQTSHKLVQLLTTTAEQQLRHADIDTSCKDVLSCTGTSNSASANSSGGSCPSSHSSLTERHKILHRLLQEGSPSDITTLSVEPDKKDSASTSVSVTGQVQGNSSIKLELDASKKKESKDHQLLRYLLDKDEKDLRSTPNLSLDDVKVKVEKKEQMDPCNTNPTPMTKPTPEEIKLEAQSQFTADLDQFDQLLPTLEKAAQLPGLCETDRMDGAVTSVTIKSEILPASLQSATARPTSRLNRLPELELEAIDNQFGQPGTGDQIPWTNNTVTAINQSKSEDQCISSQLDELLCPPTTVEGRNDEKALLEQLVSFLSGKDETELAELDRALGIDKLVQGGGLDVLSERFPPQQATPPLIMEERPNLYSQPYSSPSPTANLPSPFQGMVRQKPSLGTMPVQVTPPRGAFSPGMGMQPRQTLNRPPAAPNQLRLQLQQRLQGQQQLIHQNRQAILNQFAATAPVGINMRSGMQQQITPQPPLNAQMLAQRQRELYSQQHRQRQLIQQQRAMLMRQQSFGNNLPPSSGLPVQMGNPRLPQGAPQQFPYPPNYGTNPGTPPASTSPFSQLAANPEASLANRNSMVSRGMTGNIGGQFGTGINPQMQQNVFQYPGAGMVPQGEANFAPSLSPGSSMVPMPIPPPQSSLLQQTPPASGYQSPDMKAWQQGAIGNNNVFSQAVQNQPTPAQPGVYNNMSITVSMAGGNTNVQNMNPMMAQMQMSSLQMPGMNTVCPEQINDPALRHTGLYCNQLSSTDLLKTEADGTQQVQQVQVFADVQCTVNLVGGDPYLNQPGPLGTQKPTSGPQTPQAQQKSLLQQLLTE
LRH-1 inv ag = NR5A2 inverse agonism in reporter assay | inhibition, % at 3.6 µM | AID 602396 | HEK293T StAR-luciferase reporter, LRH-1 transfected, 24 h | 0.13% of 360,000 active;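 active = inhibition above the mean inhibition of all tested compounds plus 3 SD, cut at about 73% in these data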;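 also: 0% = DMSO wells and 100% = reporter-only cells lacking LRH-1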
C8 TRAIL sens = caspase-8 TRAIL sensitization; NB7+C8 cells + TRAIL, ATPlite viability luminescence; inhibition (viability loss, TRAIL sensitization), % at 10 µM; 1% of 360,000 active;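 active = compounds causing at least 50% loss of cell viability in the single-dose screen, relative to plate controls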
Shn3 inh set2 = Schnurri-3 reporter inhibition in Clone20 osteoblasts. Clone20 osteoblast Shn3 3'UTR firefly luciferase, 24 h. inhibition, % at 12.5 µM. 0.52% of 360,000 active. AID 588674;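 active = mean inhibition of at least 75% with every replicate also reaching 75%; inconclusive = mean inhibition at least 75% but some replicate below; inactive = mean inhibition below 75%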;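 also: 0% = median of neutral control wells and 100% = pilot-screen positive control compound; some compounds past the cut are filed as inactive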
TROY signal inh = inhibitors of TROY-dependent NF-kB signaling; Q293 LMP1-TROYcd NF-kB luciferase reporter, 4 h; inhibition, % at 10 µM; 0.98% of 360,000 active;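 active = compounds whose plate-normalised and pattern-corrected inhibition of the luciferase reporter signal at the single screening dose is 50% or more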
NR2F2 inh = NR2F2 (human) inhibition, primary screen. P24468. HEK293T NGFI-A luciferase reporter, luminescence. inhibition, % at 8.6 µM. 0.7% of 370,000 active;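 active = inhibition above a per-plate cutoff, mean inhibition of test wells between control levels plus 3 SD, cut at about 38% in these data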;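 also: cells cotransfected with COUP-TFII expression vector driving the NGFI-A reporter; 0% = median of COUP-TF2 test wells and 100% = reporter-only cells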
KKLEB tox = CF airway cell cytotoxicity counter-screen. KKLEB CF airway cells viability, ATPlite luminescence, overnight; active compounds read low; cells stimulated with P. aeruginosa culture filtrate. activity change (cytotoxicity), % at 5 µM. 0.36% of 360,000 active;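 active = corrected activity change at or below -50% at 5 µM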
CF NFkB block = inhibitors of cystic fibrosis induced NF-kB | KKLEB NF-kB-GFP reporter, PAF-induced, GFP fluorescence overnight | inhibition, % at 5 µM | 0.86% of 360,000 active;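 active = at least 50% inhibition at 5 µM, scaled per plate between neutral and stimulator controls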;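 also: PAF is a Pseudomonas aeruginosa culture filtrate used as stimulus; plate controls were PAF-stimulated DMSO wells for no effect and unstimulated DMSO wells for full effect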
SRC3 inh = inhibitors of human steroid receptor coactivator 3 (SRC3) | Q9Y6Q9 | HEK293 GAL4-SRC3 luciferase reporter, luminescence | inhibition, % at 3.6 µM | 0.17% of 360,000 active | AID 588352;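 active = inhibition above a per-campaign cutoff, the mean of all compounds plus 3 SD, cut at about 60% in these data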;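 also: 0% = DMSO-treated cells and 100% = gossypol-treated cells at 36 µM; higher means less SRC3-driven luciferase light from the GAL4 reporter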
LMP1 NFkB inh = reduces LMP1-driven NF-kappaB luciferase signal. LMP1-induced NF-kappaB luciferase reporter cells, luminescence. inhibition, % at 12.5 µM. 0.69% of 350,000 active. AID 504558; in the data active = inhibition above about 41%; inconclusive = no clear call, values can overlap the other calls;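 also: 0% = neutral control wells and 100% = reference inhibitor control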
TWEAK-Fn14 inh = TWEAK-Fn14 signaling inhibition | TWEAK-stimulated Fn14 reporter cells, luciferase luminescence, 8 h | inhibition, % at 10 µM | 2% of 360,000 active | AID 1159606; in the data active = inhibition above about 50%
The depositor's hits bear a star; ? = inconclusive; . = no result given. An excerpt. The share of hits here may be higher or lower than overall.

SMILES	SRC3 inh	TROY signal inh	KKLEB tox	CF NFkB block	NR2F2 inh	C8 TRAIL sens	TWEAK-Fn14 inh	LMP1 NFkB inh	LRH-1 inv ag	Shn3 inh set2	NCOA1 inh
COc1ccc(/C(N)=N/OC(=O)Cc2ccc(OC)c(OC)c2)cc1	-12.9	11.0	0.9	-5.6	29.6	-3.5	9.6	9.2	12.9	63.3	-5.0
COC(=O)C(OC(=O)c1ccccc1)C(C)Br (stereo unspecified)	0.8	-17.0	6.2	-19.0	-4.6	10.1	9.0	2.0	-4.4	9.0	8.2
NS(=O)(=O)c1ccc(NC(=O)COC(=O)Cc2c[nH]c3ccccc23)cc1	-20.2	13.3	-14.9	-0.4	15.1	-5.9	6.7	-5.9	-6.6	19.7	-6.5
COc1ccc(OC)c(NC(=O)CNC(=O)Cn2ccc3ccccc3c2=O)c1	2.5	-4.8	11.1	11.7	11.1	-11.6	7.3	6.7	-6.3	1.6	2.9
Cc1ccccc1CS(=O)(=O)Cc1ccc(C(=O)NCCc2ccccc2)o1	14.9	-41.5	11.5	-55.3	18.5	-19.4	-0.2	-10.4	-8.4	-6.1	-6.3
CC1CC(C)CN(S(=O)(=O)c2ccc(C(=O)N3CCCC3)cc2)C1 (stereo unspecified)	-28.9	5.2	10.9	-8.4	13.3	-4.2	9.0	-5.3	-2.3	-1.8	4.2
Cc1onc(-c2ccccc2)c1C(=O)Nc1sc2c(c1C(N)=O)CCC2	1.6	1.1	-1.1	-14.6	-5.6	-7.5	0.1	-6.1	3.8	-5.3	-10.3
COC(=O)C1=C(C)NC(C)=C(C(=O)OC)C1/C=C/c1ccccc1	8.0	-9.8	-5.8	-24.8	-32.9	-12.8	-33.5	2.9	-7.6	3.7	-6.0
Cc1ccc(C)c(N(CC(=O)NC2CCCC2)C(=O)CCC(=O)Nc2nccs2)c1	-12.7	-27.4	2.8	15.7	5.2	-11.7	-28.2	16.5	4.3	12.3	-3.5
COc1cccc(/C=C/c2ccncc2)c1OC	18.3	-28.1	-0.9	5.1	-14.2	9.8	-11.0	-1.5	-29.3	42.4	-37.9
N#CC1(NC(=O)CN2CCN(S(=O)(=O)c3ccccc3F)CC2)CCCC1	14.3	7.3	-4.5	-7.0	7.0	0.9	-9.4	-3.5	-12.5	1.0	-0.2
COc1ccc(NC(=O)CSc2nc3c(cc2C#N)CN(C)CC3)cc1	8.8	-28.1	-2.7	7.2	7.8	2.2	-2.4	5.0	0.2	-10.6	3.1
Cc1nc(-c2ccccc2)sc1C(=O)CSc1ccc(Cl)cc1	-8.0	-8.1	4.9	3.2	0.3	-3.0	-5.8	-1.9	-18.7	.	-2.9
COc1ccc(CC(=O)OCC(=O)c2c(N)n(C)c(=O)n(C)c2=O)cc1OC	-19.7	-5.7	3.3	2.6	14.7	-4.9	4.6	-3.4	6.2	5.6	10.1
Cc1cccc(CCNC(=O)CN(C)S(=O)(=O)c2ccc3c(c2)c(=O)n(C)c(=O)n3C)c1	3.3	6.8	-4.8	-13.3	3.7	-3.3	16.4	0.2	20.9	-2.7	-23.6
O=[N+]([O-])c1ccccc1C=NNc1ccccc1	-53.9	3.4	2.6	-8.6	-17.2	-4.7	-17.6	-48.6	-17.4	-32.8	-40.9
Cc1noc(C)c1S(=O)(=O)N1CCN(c2ccc([N+](=O)[O-])cc2)CC1	-5.5	-16.9	1.4	-7.5	-8.5	0.1	9.5	3.6	6.9	-6.5	-22.2
COC(=O)[C@]12CCCCC=C1N(CCC1=CCCCC1)C(=O)[C@H](CC(=O)NCCc1ccccc1OC)C2	.	8.2	.	.	21.8	-11.2	12.7	.	2.6	.	.
O=C(Nc1ccccc1)C1CCCN(S(=O)(=O)c2ccc(-n3cnnn3)cc2)C1 (stereo unspecified)	3.4	-13.5	-18.2	6.5	8.8	-11.2	-4.8	7.1	-8.8	12.5	-36.2
CC(C)c1cc(C(=O)N2CCCC(Nc3ccc(F)cc3)C2)nc(N)n1 (stereo unspecified)	21.0	2.9	-5.0	19.1	-6.5	20.9	10.8	2.2	15.2	6.6	0.8
O=C(Nc1cc(Cl)ncn1)c1ccccc1	16.1	-5.4	10.2	5.5	-20.3	-14.0	-14.9	.	-2.6	-9.4	10.1
CCOC(=O)n1c(=O)n(Cc2cccc(C)c2)c2ccccc21	-14.9	4.0	-3.1	9.1	-2.2	-1.6	8.6	-9.0	-27.6	-9.8	8.4
O=C1CSc2ccc(C(=O)Nc3cccc(S(=O)(=O)Nc4ccc(Br)cc4)c3)cc2N1	16.9	82.4*	6.6	-6.1	74.5*	31.7	97.8*	14.9	-3.2	84.5	-25.2
O=C(CCCc1c[nH]c2ccccc12)Nc1ccc2ccccc2c1	7.8	-33.5	-0.5	4.3	-7.1	0.3	-43.5	-1.3	-9.2	-2.0	-50.1
Brc1cnc(OCc2ccccc2)nc1OCc1ccccc1	-15.4	-12.2	-7.8	7.7	-0.2	3.0	-8.3	-14.5	-3.0	3.0	0.0
CC1(C(=O)OCC(=O)Nc2nc(-c3ccc(F)c(F)c3)cs2)CC1(Cl)Cl (stereo unspecified)	7.8	81.7*	-5.2	-20.4	11.8	10.9	72.5*	-2.7	3.1	-0.2	-12.9
COc1ccc(NC(=O)C2Cc3c(-c4cccc(F)c4)ccnc3O2)cc1OC (stereo unspecified)	16.1	24.3	-8.4	0.0	51.6*	22.0	16.0	.	-2.8	?	9.1
CC1(C)CC(=O)C=C(NCCN2CCN(C(=O)Nc3ccc(Cl)c(Cl)c3)CC2)C1	-10.4	-55.9	12.1	-20.9	-14.8	-7.0	-3.0	-4.3	8.0	4.0	-3.6
COc1cc(/C=N/NC(=O)c2cnn3c(C)cc(-c4ccccc4)nc23)ccc1O	-10.6	-12.5	8.2	13.9	2.8	24.5	17.1	17.2	9.0	13.0	-29.1
CC(C)OC(=O)CSc1nnc(-c2ccccc2)n1N	9.6	-14.3	23.4	-28.4	20.9	-1.9	-1.4	-7.2	-1.4	2.0	1.3
CCOC(=O)c1cc(-c2ccccc2)n(CCC(=O)N2CCN(c3ccccc3OC)CC2)c1C	2.7	21.2	9.4	3.4	14.0	25.2	31.1	-4.6	-9.7	9.3	4.9
CCOC(=O)C1=C(C)NC(=O)NC1c1ccc([N+](=O)[O-])o1 (stereo unspecified)	8.5	-5.8	2.1	2.1	-11.7	-4.6	0.0	-10.5	-5.1	8.0	-6.9
O=C(CC1CCCCC1)NCC1CCCO1 (stereo unspecified)	-3.8	-33.2	3.6	-9.8	-8.6	-16.6	-11.9	-6.0	-21.0	7.7	-14.6
O=C(O)c1cccc([N+](=O)[O-])c1C(=O)Nc1nc2ccccc2s1	14.4	-12.7	3.9	1.7	-9.8	0.1	38.0	-8.8	12.5	-21.3	9.2
CCc1ccccc1NC(=O)C1=CC(c2cccs2)=NS(=O)(=O)N1C	0.4	15.1	-4.1	13.0	5.8	-1.8	16.3	-2.2	25.0	-1.4	-10.7
Cn1c(CNC(=O)c2cccs2)nnc1SCC(=O)Nc1ccc(Cl)cc1	0.5	-2.6	-27.4	-20.1	9.4	5.4	15.3	-8.6	6.2	18.6	-18.9
CCN1CCN(C(=S)Nc2cccc(C(F)(F)F)c2)CC1	13.2	7.1	11.7	-0.9	-4.6	8.1	-0.4	-0.9	18.4	19.3	-4.7
C=CCN1/C(=C(\C#N)C2=NS(=O)(=O)c3ccccc32)N(C)c2ccccc21	6.2	-17.4	1.7	-4.8	1.2	13.7	-5.3	-3.9	4.0	19.7	10.8
N#CCCn1c(-c2nonc2NC(=O)c2ccccc2Cl)nc2ccccc21	4.7	-10.8	-47.8	29.0	-13.8	33.1	-42.0	14.6	-6.3	14.9	-1.8
CSc1nc2[nH]ncc2c(=O)n1-c1ccccc1	13.1	5.4	8.0	-7.2	3.7	-32.8	-3.2	-7.2	23.8	-3.3	2.2
O=S(=O)(c1cnc(Cl)c(Br)c1)N1CCCCCC1	6.5	-9.8	0.1	-26.5	12.1	-4.0	0.4	5.7	23.7	30.4	-3.5
O=C1/C(=C/c2cccnc2)SC(=S)N1Nc1ccccc1	-16.4	-8.7	14.6	-15.0	0.4	-7.3	-0.8	.	8.7	-2.2	5.9
O=C(N/N=C/c1cccc2cccnc12)c1ccccc1O	-12.0	-15.5	-0.5	-11.8	35.6	41.1	-23.4	5.1	17.8	91.8*	-29.6
C=CCn1c(=O)c2c(nc3n2CCCN3Cc2ccccc2)n(C)c1=O	23.9	-24.5	-2.8	-3.9	0.3	1.9	9.8	4.9	-16.3	5.5	-1.4
COc1ccc(-c2csc(NC(=O)c3nc(-c4ccccc4)oc3C)n2)cc1	1.2	-35.2	2.1	-2.9	-10.0	-15.8	18.7	7.2	4.8	-2.4	-10.2
CC1CCCCN1C(=O)CCS(=O)(=O)Cc1ccccc1 (stereo unspecified)	-11.2	5.3	5.5	7.7	10.9	20.9	-5.9	10.5	12.7	-13.1	-18.6
CN(Cc1ccc(F)cc1)C(=O)c1ccc(NC(=O)CC2SC(N3CCCC3)=NC2=O)cc1 (stereo unspecified)	-2.6	-8.2	5.0	-0.8	-10.7	5.5	11.0	6.9	0.4	-16.7	0.5
CC(NC(=S)Nc1c(Br)cccc1OC(F)F)C(C)(C)C (stereo unspecified)	16.5	-13.5	6.6	-10.3	-4.0	-10.0	-4.5	22.8	-1.9	-18.8	-7.7
Cn1c(=O)c2c(ncn2CC(=O)OCC(=O)Nc2ccccc2)n(C)c1=O	2.4	0.7	11.6	-10.2	8.0	-21.1	-26.1	-4.1	-15.6	0.8	2.8
Cc1cc(C(=O)NCCN2CCN(c3cccc(Cl)c3)CC2)n(-c2ccccc2)n1	-7.9	26.0	-11.3	7.5	11.1	14.4	-3.4	6.9	9.2	11.8	-31.2

Other entries:
SMILES	SRC3 inh	TROY signal inh	KKLEB tox	CF NFkB block	NR2F2 inh	C8 TRAIL sens	TWEAK-Fn14 inh	LMP1 NFkB inh	LRH-1 inv ag	Shn3 inh set2	NCOA1 inh
O=C(N/N=C/c1sc2ccccc2c1O)c1cccc2ccccc12	32.2	47.8	-26.5	35.8	10.5	48.3	16.3	53.9*	18.6	70.0	11.7
O=C([C@H]1O[C@@H](n2ccc(=O)[nH]c2=O)[C@H](O)[C@@H]1O)N1CCSC1	16.0	2.5	-13.6	-3.7	12.4	-6.4	1.4	.	-16.3	-11.8	1.9
CCCCNC(=S)N1CCn2cccc2C1c1ccccc1 (stereo unspecified)	25.3	-7.2	-11.1	9.2	0.1	-14.8	27.9	-10.9	0.4	3.5	-1.0
C=CCn1c(=O)c2ccccc2n2c(SCC(=O)NC(C)C)nnc12	3.2	-8.9	2.1	-4.2	-9.3	0.2	-0.2	0.9	7.6	12.9	-81.2

Ordered by the number under LRH-1 inv ag (low to high): three of the compounds above.
canonical_smiles | SRC3 inh | CF NFkB block | NR2F2 inh | TWEAK-Fn14 inh | LMP1 NFkB inh | LRH-1 inv ag | Shn3 inh set2 | NCOA1 inh
O=C([C@H]1O[C@@H](n2ccc(=O)[nH]c2=O)[C@H](O)[C@@H]1O)N1CCSC1 | 16.0 | -3.7 | 12.4 | 1.4 | . | -16.3 | -11.8 | 1.9
CCCCNC(=S)N1CCn2cccc2C1c1ccccc1 (stereo unspecified) | 25.3 | 9.2 | 0.1 | 27.9 | -10.9 | 0.4 | 3.5 | -1.0
C=CCn1c(=O)c2ccccc2n2c(SCC(=O)NC(C)C)nnc12 | 3.2 | -4.2 | -9.3 | -0.2 | 0.9 | 7.6 | 12.9 | -81.2
